Assay outcomes deposited in PubChem BioAssay by Southern Research Specialized Biocontainment Screening Center.
VEEV TC-83 Vero = inhibitors of VEEV TC-83 cytopathic effect, confirmation, Vero cells (AID 588727) | Vero cells, VEEV TC-83 cytopathic effect inhibition; higher % means a stronger effect | inhibition, % at 20 µM; hits with a dose series show IC50 in µM | hit rate 0.13% among 350,000; in the data active means a potency from the dose series; inconclusive means inhibition mostly from about 14% at the one dose, without a potency; inactive means the rest, 99 in 100 with inhibition below about 12%; further: strong numbers were not always called active
influenza NS1A = H1N1 influenza NS1A inhibitors, functional cell based assay (AID 504329). NS1A functional cell-based assay, percent inhibition; higher % means a stronger effect. inhibition, % at 12.5 µM, or IC50 in µM where a hit was titrated. hit rate 0.3% among 340,000; in the data active means a potency from the dose series; inconclusive means inhibition above about 27% without an active follow-up result; further: strong numbers were not always called active
M. tuberculosis HTS = M. tuberculosis growth inhibition, HTS (AID 449762) | M. tuberculosis H37Rv growth inhibition, 7H9 media; higher % means a stronger effect | inhibition, % at 25 µM, or IC50 in µM where a hit was titrated | hit rate 0.59% among 330,000; in the data active means a potency from the dose series; inconclusive means inhibition above about 70% without an active follow-up result;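 further: bacterial growth assessed after seven days of incubation; strong numbers were not always called active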
tuberculosis growth = growth inhibition of non-replicating M. tuberculosis (AID 488890) | Mycobacterium tuberculosis non-replicating, growth inhibition; higher % means a stronger effect | inhibition, % at 25 µM; hits with a dose series show IC50 in µM | hit rate 0.39% among 320,000; in the data active means a potency from the dose series; inconclusive means inhibition mostly from about 82% at the one dose, without a potency; inactive means the rest, 99 in 100 with inhibition below about 76%;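 further: plate controls were DMSO cells for no effect and high antibiotic wells for full effect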
Salmonella PhoP GFP = Inhibition of PhoP regulon, Salmonella typhi GFP reporter cells, confirmation, 4 h (AID 1850) | one-dose inhibition, % at 50 µM; IC50 in µM for titrated hits | hit rate 0.33% among 310,000 | Salmonella Typhi PhoP-promoter GFP reporter, fluorescence, 4 h; higher % means a stronger effect; in the data active means a potency from the dose series; inconclusive means inhibition mostly from about 25% at the one dose, without a potency; inactive means the rest, 99 in 100 with inhibition below about 19%;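 further: 0% = induced wells with vehicle and 100% = uninduced wells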
VEEV TC-83 Vero 10K pilot screen = also measured in VEEV TC-83 Vero; calls as there; inhibition, %; measured here: 10K pilot screen inhibition
* hit, by the source's call; i = inactive; ? = inconclusive; / = no result given.

SMILES | VEEV TC-83 Vero | influenza NS1A | M. tuberculosis HTS | tuberculosis growth | Salmonella PhoP GFP | others
O=C(O)c1ccc(NS(=O)(=O)c2ccc(C(=O)Nc3ccccc3)cc2)cc1 | 2.6% | -9% | -6% | -13% | -1%
COc1ccc2c(c1)OC[C@H]1[C@H]2N2C(=O)c3cc(OC)ccc3NC(=O)[C@@]2(C)[C@H]1c1ccccc1 | 4.9% | -2% | ? | 78% | -12%
CC1=CC(=C(C#N)C#N)C=C(C)N1Cc1ccc(Cl)cc1 | i | 2% | 0% | -14% | 5%
CCOc1c(Cl)cc(Cl)cc1CNCCNCCO | 0.1% | 5% | -11% | 38% | -7%
O=C(Nc1ccccc1C(=O)NCC1CCCO1)c1ccco1 (configuration not stated) | 1.6% | 0% | 5% | 8% | 1%
Cc1ccc(NS(=O)(=O)c2cccc3nsnc23)cc1C | 0.3% | 3% | 0% | 14% | 5%
CCOC(=O)N1CCN(C(=O)c2ccc(NC(=O)CC)cc2)CC1 | 1.1% | 2% | -8% | -3% | -4%
Cc1ccc(CN2C(=O)c3ccccc3Sc3ccc(C(=O)NCCN4CCOCC4)cc32)cc1 | 5.8% | 15% | 8% | 7% | -11%
CN(CC(=O)Nc1ccccc1Cl)C(=O)COC(=O)c1cccs1 | 0.8% | 7% | 3% | -1% | /
COCCCNC(=O)CCCCCNS(=O)(=O)c1ccc(Br)cc1 | 1.0% | -5% | 0% | 5% | -5%
CCCCOc1ccccc1NC(=O)c1scc2c1OCCO2 | 5.8% | 7% | / | / | /
Cc1cc(C)c(S(=O)(=O)NCCc2ccncc2)c(C)c1 | i | 18% | 2% | 3% | -12%
CC(C)(C)OC(=O)N[C@H](C(=O)OC(C)(C)C)c1ccccc1 | i | 7% | -5% | -4% | /
COc1ccccc1NS(=O)(=O)c1cccc(C(=O)NCC(c2ccc(F)cc2)N2CCOCC2)c1 (configuration not stated) | 5.4% | -2% | -6% | 14% | 14%
CCn1c(=O)n(CC)c2cc(S(=O)(=O)NCCOc3ccccc3)c(C)cc21 | 0.3% | -14% | 3% | 25% | 5%
[O-][n+]1c2c(nc3c1-c1ccccc1C3O)CCCC2 (configuration not stated) | / | / | -8% | -4% | -6%
Cc1ccc(S(=O)(=O)NCCCCC(NC(=O)OC(C)(C)C)C(=O)O)cc1 (configuration not stated) (tested in a mixture with another compound) | 1.0% | -3% | -5% | -10% | 15%
Cc1ccc(N2C(=O)C(CC(=O)Nc3cccc(F)c3)N(CCc3ccncc3)C2=O)cc1 (configuration not stated) | 1.1% | 2% | -5% | 16% | 6%
CCc1cccc(NC(=O)[C@@H]2CCCN2C2=NS(=O)(=O)c3ccccc32)c1 | 1.7% | -12% | 5% | 24% | /
NC(=O)c1ccc(/C=N/O)nc1 | 1.7% | 2% | 12% | -12% | -25%

Four compounds picked at random from those above:
SMILES | VEEV TC-83 Vero | influenza NS1A | M. tuberculosis HTS | tuberculosis growth | Salmonella PhoP GFP | others
Cc1ccc(CN2C(=O)c3ccccc3Sc3ccc(C(=O)NCCN4CCOCC4)cc32)cc1 | 5.8% | 15% | 8% | 7% | -11%
NC(=O)c1ccc(/C=N/O)nc1 | 1.7% | 2% | 12% | -12% | -25%
CCOc1c(Cl)cc(Cl)cc1CNCCNCCO | 0.1% | 5% | -11% | 38% | -7%
Cc1ccc(N2C(=O)C(CC(=O)Nc3cccc(F)c3)N(CCc3ccncc3)C2=O)cc1 (configuration not stated) | 1.1% | 2% | -5% | 16% | 6%

The main list resumes, repeating the two entries before the break.
SMILES | VEEV TC-83 Vero | influenza NS1A | M. tuberculosis HTS | tuberculosis growth | Salmonella PhoP GFP | others
CCc1cccc(NC(=O)[C@@H]2CCCN2C2=NS(=O)(=O)c3ccccc32)c1 | 1.7% | -12% | 5% | 24% | /
NC(=O)c1ccc(/C=N/O)nc1 | 1.7% | 2% | 12% | -12% | -25%
Cc1ccc(S(=O)(=O)Nc2cc3c(cc2N2CCOCC2)n(C)c(=O)c(=O)n3C)cc1 | 0.3% | 9% | -12% | -7% | -3%
O=C(COC(=O)CCC(=O)c1cccs1)Nc1cccc(F)c1 | i | -2% | -7% | 50% | /
COc1ccc(NC(=O)c2ccc(C)cc2)cc1 | i | -4% | -1% | 73% | 6%
O=C(NCCCn1ccnc1)/C(=C\c1ccco1)NC(=O)c1ccco1 | 0.5% | 1% | -2% | 0% | -7%
COc1cccc(CN2C(=NC(=O)CCC3CCCC3)SC3CS(=O)(=O)CC32)c1 (configuration not stated) | 2.5% | 8% | -1% | 1% | -18%
COc1ccc(CCC(=O)OCC(=O)Nc2ccccc2OC(F)F)cc1OC | 1.8% | -3% | 16% | 16% | -7%
c1ccc(CNc2nc(-c3cccnc3)cs2)cc1 | 6.2% | 2% | -1% | 31% | 13%
COCCCNc1nc2ccccc2nc1NS(=O)(=O)c1ccc(Cl)cc1 | 1.0% | 1% | -8% | 1% | -4%
CCOc1ccc(NC(=O)CN2CCN(CC(=O)Nc3ccc(F)cc3)CC2)cc1 | 0.4% | 1% | 4% | 42% | -2%
CCC1CCCCN1C(=O)N[C@@H](Cc1ccccc1)C(=O)O (some centres not stated) | i | 1% | -1% | -1% | -16%
COCCN(C(=O)CNC(=O)c1ccco1)C(C(=O)NC1CCCCC1)c1cccnc1 (configuration not stated) | i | 2% | 11% | 1% | 5%
CCOC(=O)c1ccc(Oc2cc(C)nc(Cl)n2)cc1 | 1.4% | 0% | 0% | 28% | 2%
O=[N+]([O-])c1cc(-c2cnc3ccccc3n2)ccc1Cl | 1.5% | 6% | 0% | -3% | 8%
CCCCn1c(N)c(N(CC)C(=O)c2ccccc2C)c(=O)[nH]c1=O | i | -9% | 1% | 1% | 2%
CC(=O)c1c(C)[nH]c(C(=O)COc2cc(C)ccc2C(C)C)c1C | 0.2% | 5% | -10% | 25% | 3% | VEEV TC-83 Vero 10K pilot screen=0.1
O=[N+]([O-])c1cccc(-c2c(-c3ccccc3)ncc3ccc(F)cc23)c1 | 1.6% | 3% | 24% | 69% | /
Cn1cc([N+](=O)[O-])c(C(=O)NCc2ccccc2)n1 | 0.0% | -22% | 2% | -9% | 7%
Cc1[nH]nc2c1/C(=N\O)CC(C)(C)C2 | 0.5% | -6% | -2% | 3% | -3%
O=[N+]([O-])c1cccnc1N1CCCNCC1 | 0.1% | -4% | 1% | 9% | -6%
C[C@H](NC(=O)N1C[C@H]2C[C@@H](C1)c1cccc(=O)n1C2)C(=O)Nc1ccc(F)c(F)c1 | 0.2% | 3% | -6% | 6% | 0%

The closing 5 compounds of the part above lead into the next.
SMILES | VEEV TC-83 Vero | influenza NS1A | M. tuberculosis HTS | tuberculosis growth | Salmonella PhoP GFP | others
O=[N+]([O-])c1cccc(-c2c(-c3ccccc3)ncc3ccc(F)cc23)c1 | 1.6% | 3% | 24% | 69% | /
Cn1cc([N+](=O)[O-])c(C(=O)NCc2ccccc2)n1 | 0.0% | -22% | 2% | -9% | 7%
Cc1[nH]nc2c1/C(=N\O)CC(C)(C)C2 | 0.5% | -6% | -2% | 3% | -3%
O=[N+]([O-])c1cccnc1N1CCCNCC1 | 0.1% | -4% | 1% | 9% | -6%
C[C@H](NC(=O)N1C[C@H]2C[C@@H](C1)c1cccc(=O)n1C2)C(=O)Nc1ccc(F)c(F)c1 | 0.2% | 3% | -6% | 6% | 0%
CSc1nc(N)nc(C(C)C)n1 | i | -1% | 2% | -7% | 11%
COc1ccc(C(=O)N/N=c2\oc3ccccc3cc2C(=O)NCc2ccccc2)cc1 | 0.8% | -6% | 5% | 48% | -12%
COc1ccccc1N1CCN(CCN2C(=O)C3CCCCN3C2=O)CC1 (configuration not stated) | i | -14% | -3% | 8% | -9%
CCOc1ccc(NC(=O)C(CC(=O)O)Cc2ccccc2)cc1 (configuration not stated) | 1.3% | -11% | 0% | -5% | 3%
COc1ccc(/C=C/C(=O)NCC(=O)N=Nc2c(O)[nH]c3ccc([N+](=O)[O-])cc23)cc1 | 2.7% | -1% | 3% | -10% | 15%
O=C(Cn1ncc2c([nH]c3ccccc32)c1=O)Nc1cccnc1 | 1.7% | -80% | 7% | 11% | 11%
Cc1ccc(OCc2nnc(SCC(=O)Nc3nccs3)n2-c2ccccc2)cc1C | 0.3% | 3% | 4% | -23% | 11%
Cc1ccc2c(c1)C(=O)CC1(CCCC1)O2 | 0.8% | -1% | 1% | -12% | 3%
CN(C)/C=N/c1cc(=O)[nH]c(=O)n1C | 0.1% | -6% | 3% | 17% | -20%
c1ccc(-c2cc3c(ccc4nonc43)nn2)cc1 | 1.6% | 12% | 0% | 21% | -15%
COc1ccc(CCNC(=O)c2cn(C)c3ccc(S(=O)(=O)N4CCOCC4)cc3c2=O)cc1OC | 1.9% | 3% | 3% | -9% | 8%
COc1ccc(CN2C(=O)c3ccccc3C(/C=N/OCc3ccc(Cl)cc3)C2=O)cc1 (configuration not stated) | 2.7% | 1% | 1% | -14% | -1%
CCOC(=O)N1CCN(C(=O)CN(C)S(=O)(=O)c2ccc3c(c2)C(C)(C)C(=O)N3C)CC1 | 5.4% | 5% | -12% | -9% | 5%
CCCCC(=O)N(c1ccc(C(=O)O)cc1)c1nc(-c2ccc(Cl)cc2)c(CC)s1 | 4.2% | -4% | 13% | 14% | 1%
COC(=O)C(C)n1nc(C)n(-c2ccc(C)cc2)c1=O (configuration not stated) | 0.1% | -6% | 0% | -5% | 17%
Nc1ncnc2c1ncn2[C@@H]1O[C@H](CNCc2c(OCc3ccccc3F)ccc3ccccc23)[C@@H](O)[C@H]1O | 3.4% | 4% | 4% | 34% | /
CCNC(=S)NNC(=O)c1cc(C2CC2)nc2ccccc12 | 5.2% | 8% | -15% | 0% | -5%
CC(C(=O)Nc1ccc(Cl)cc1)c1ncc(C(F)(F)F)cc1Cl (configuration not stated) | i | -1% | 0% | 6% | -11% | VEEV TC-83 Vero 10K pilot screen=0.0
CCOC(=O)c1cn(-c2ccc([N+](=O)[O-])cc2)c2cc(Cl)c([N+](=O)[O-])cc2c1=O | i | 15% | -1% | 2% | -25%
Nc1ccc(-c2n[nH]c(=O)c3ccccc23)cc1N | 2.4% | 10% | -9% | -10% | 4%
Cc1ccccc1CNS(=O)(=O)c1ccccc1[N+](=O)[O-] | 0.6% | / | 2% | -12% | 10%
COc1ccc(CCNC(=O)c2ccc3c(c2)NC(=O)C(N2CCOCC2)S3)cc1OC (configuration not stated) | 1.4% | 4% | 0% | 9% | -4%
CCC(CC)NC(=O)c1cc([N+](=O)[O-])ccc1N1CCOCC1 | 1.0% | 4% | -2% | 6% | 1%
COc1cccc(C2=NOC(C(=O)Nc3ccc(C(C)=O)cc3)C2)c1 (configuration not stated) | 1.8% | 6% | 4% | 43% | -1%
CCCc1cc2c(-c3ccccc3)cc(=O)oc2cc1OCc1ccc(C(=O)O)o1 | 1.3% | -15% | 1% | 16% | 6%
CCOc1ccc(OCCC(=O)NNC(=O)c2cc(C)oc2C)cc1 | 0.6% | -6% | -3% | 11% | -5%
CCc1cccc(C)c1NC(=S)NCc1ccc2c(c1)cc(C)n2C | 3.9% | 20% | -6% | ? | -1%
COc1ccc(OC)c(NC(=O)CSCC(=O)O)c1 | 0.8% | -4% | -6% | 2% | -3%
O=C(O)c1nccnc1C(=O)Nc1ccccc1-c1ccccc1 | i | -4% | 0% | -8% | 14%
COc1ccc(C)cc1NC(=O)c1cccc(C(=O)Nc2cc(C)ccc2OC)n1 | 1.6% | -18% | -3% | -18% | -7%
O=C1c2ccccc2C(=O)N1CCCCN(C(=O)c1ccco1)c1ccc(Cl)cc1 | 6.5% | -12% | 4% | 1% | -1%
COC(=O)CCC(=O)OC1(C)C(=O)C2=CN(C(CO)CO)C(c3ccc(OC)cc3)=CC2=C(Br)C1=O (configuration not stated) | / | / | 3% | 10% | -3%
CCOC(=O)CNC(=O)c1ccc2[nH]c3ccccc3c2c1 | 1.1% | 6% | 5% | 35% | -3%
Oc1ccc(C=Nc2cccc3ccccc23)c(O)c1 | i | 1% | 40% | 12% | -6%
O=C1CC(N2CCN(c3ccccc3)CC2)C(=O)N1c1cccc(Br)c1 (configuration not stated) | i | -3% | 6% | 52% | -4%
COc1ccccc1C(CC(=O)O)NS(=O)(=O)c1ccc2c(c1)N(C(C)=O)CC(C)O2 (configuration not stated) | 1.4% | 5% | -3% | -3% | -6%
CCOc1ccc2nc(NC(=O)c3cnc(C)cn3)sc2c1 | 7.3% | 2% | ? | 4.3µM* | -9%
Cc1c(Cl)cccc1NC(=O)CCNC(=O)N1CC(=O)Nc2ccccc21 | 0.7% | 1% | 2% | -19% | -1%
CC(=O)NC1C(=O)N=C(SCC(=O)NC2CCCCC2)NC1=O (configuration not stated) | 0.5% | 1% | -8% | -12% | -6%
